# Screens (PubChem)
# IL-2 act: qHTS of IL-2 Activators; 360,000 tested, 0.065% active; activation, % (series mostly up to about 46 µM); IL-2 activation reporter assay, cell-based qHTS; stimulated with anti-CD3/CD4/CD28 beads; in transgenic mouse T cells; in the data active = activation above about 50%; inconclusive = mostly about 30% to 49%; note: 0% is about no effect
#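 Unstimulated transgenic mouse T cells; 60-min compound exposure; bead-based TCR/CD4/CD28 stimulation; 18 h culture, 37 degrees C; dual fluorescence (EGFP, DsRed) plate cytometry.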
# EPAC1 ag: qHTS for Agonist of cAMP-regulated guanine nucleotide exchange factor 3 (EPAC1): primary screen; Rap guanine nucleotide exchange factor 3 (Homo sapiens), O95398; EPAC1 agonist qHTS, biochemical assay; response scale: 100% = response to 6.5 mM cAMP; Potency, µM (doses to about 154 µM), for the others: at the top dose activation, hits mostly activators; 360,000 tested, 0.073% active; AID 720707, 2013; note: potency is the fitted concentration of half-maximal effect; nearly all actives have a fitted effect of over 60% in size
#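 Nucleotide exchange by EPAC1 (100 nM) on Rap1B–BODIPY-GDP (250 nM) in the presence of 50 uM GDP is tracked fluorescently at 480/540 nm over 30 min. Signals are normalized to a 6.5 mM cAMP control.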
# PLK1 PBD block: qHTS for Inhibitors of PLK1-PDB (polo-like kinase 1 - polo-box domain): Primary Screen; Serine/threonine-protein kinase PLK1 (Homo sapiens), P53350; Plk1 PBD binding of FITC phosphopeptide, fluorescence polarization; Potency, µM, for inactives: max response, negative = inhibition, hits mostly inhibitors; 360,000 tested, 2.8% active; note: potency is the fitted concentration of half-maximal effect; series mostly up to about 57 µM; % is set by controls: 0 for no effect and ±100 for the full control effect; nearly all actives have a fitted effect of over 65% in size
# EPAC1 antag: qHTS for Antagonist of cAMP-regulated guanine nucleotide exchange factor 3 (EPAC1): primary screen. Rap guanine nucleotide exchange factor 3 (Homo sapiens), O95398. EPAC1 GEF assay, Rap1b-BODIPY-GDP exchange fluorescence. Potency, µM (highest dose often 115 µM), without a hit: at the top dose activity change, negative = inhibition, usual class: inhibitors. 360,000 tested, 0.14% active. AID 720709, 2013;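 note: potency is the fitted concentration of half-maximal effect; plate controls were vehicle for no effect and positive control for full effect; nearly all actives have a fitted effect of over 50% in size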
# aSyn yeast inh: qHTS of alpha-syn Inhibitors | Yeast expressing alpha-synuclein, growth rescue, BacTiter-Glo, 24 h | Potency, µM (titrated, usually from 46.1 µM), inactives show at the top dose growth rescue (activation), most hits filed as activators | 370,000 tested, 0.14% active | AID 652106, 2013; note: potency is the fitted concentration of half-maximal effect; % of control where 0% means no effect; nearly all actives have a fitted effect of over 65% in size
#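 Galactose-induced alpha-syn yeast (OD600=0.02, raffinose-pregrown) + pinned cpd, 24 hr, 30 deg C; growth by BacTiter-Glo luminescence. Growth restoration scores as activation.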
# WRN helicase inh: qHTS for Inhibitors of WRN Helicase. Bifunctional 3'-5' exonuclease/ATP-dependent helicase WRN (Homo sapiens), Q14191. WRN helicase unwinding, fluorescent forked duplex, kinetic. Potency, µM (top dose mostly 114 µM), inactives show at the highest dose activity change, negative = inhibition, actives largely listed as inhibitors. 360,000 tested, 0.46% active. AID 651768, 2012; note: potency is the fitted concentration of half-maximal effect; % is set by controls: 0 for no effect and ±100 for the full control effect; nearly all actives have a fitted effect of over 55% in size
# Target sequence (Q14191 whole entry, looked up): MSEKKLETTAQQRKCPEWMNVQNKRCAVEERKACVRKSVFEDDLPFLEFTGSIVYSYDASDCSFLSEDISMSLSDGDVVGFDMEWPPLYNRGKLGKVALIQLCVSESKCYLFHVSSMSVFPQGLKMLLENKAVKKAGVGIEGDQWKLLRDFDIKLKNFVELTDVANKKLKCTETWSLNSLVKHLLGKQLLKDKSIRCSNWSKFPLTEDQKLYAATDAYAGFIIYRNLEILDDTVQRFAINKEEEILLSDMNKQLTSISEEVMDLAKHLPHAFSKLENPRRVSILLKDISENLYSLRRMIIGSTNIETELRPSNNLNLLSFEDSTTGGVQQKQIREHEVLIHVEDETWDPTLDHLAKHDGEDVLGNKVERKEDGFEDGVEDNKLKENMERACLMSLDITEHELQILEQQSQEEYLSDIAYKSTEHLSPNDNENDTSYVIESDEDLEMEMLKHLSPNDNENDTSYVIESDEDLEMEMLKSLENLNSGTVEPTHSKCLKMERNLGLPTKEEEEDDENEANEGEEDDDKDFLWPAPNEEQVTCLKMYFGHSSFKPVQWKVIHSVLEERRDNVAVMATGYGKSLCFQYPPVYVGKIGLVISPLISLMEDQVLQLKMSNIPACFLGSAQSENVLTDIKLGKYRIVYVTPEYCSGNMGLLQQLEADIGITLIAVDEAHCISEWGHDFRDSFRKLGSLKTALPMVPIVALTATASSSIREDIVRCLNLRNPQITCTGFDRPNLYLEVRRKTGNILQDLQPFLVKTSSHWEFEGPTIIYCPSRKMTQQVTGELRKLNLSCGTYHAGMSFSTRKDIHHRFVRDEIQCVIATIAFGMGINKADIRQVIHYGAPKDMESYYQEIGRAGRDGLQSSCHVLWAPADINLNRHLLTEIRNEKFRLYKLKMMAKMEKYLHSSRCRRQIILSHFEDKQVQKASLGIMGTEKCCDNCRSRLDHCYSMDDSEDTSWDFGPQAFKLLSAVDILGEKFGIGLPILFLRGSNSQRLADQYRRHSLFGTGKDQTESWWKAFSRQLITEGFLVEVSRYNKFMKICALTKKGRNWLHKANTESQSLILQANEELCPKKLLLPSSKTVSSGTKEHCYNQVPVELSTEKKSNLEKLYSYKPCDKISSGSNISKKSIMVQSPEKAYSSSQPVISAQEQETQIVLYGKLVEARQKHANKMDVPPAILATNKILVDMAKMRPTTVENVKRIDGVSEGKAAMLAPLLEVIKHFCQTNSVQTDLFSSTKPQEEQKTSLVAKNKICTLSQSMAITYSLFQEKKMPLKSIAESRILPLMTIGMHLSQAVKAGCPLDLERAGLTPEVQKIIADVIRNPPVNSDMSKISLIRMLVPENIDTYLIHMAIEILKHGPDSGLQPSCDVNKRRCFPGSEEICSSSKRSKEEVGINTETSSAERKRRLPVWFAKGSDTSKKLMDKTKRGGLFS
#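 Screening of the MLSMR collection measured strand separation of a quenched forked DNA duplex (100 nM) by 20 nM WRN with 2 mM ATP, all final. Compounds were preincubated with enzyme 15 min at room temperature.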
# Abeta rescue: qHTS for compounds that reverse cellular toxicity of Amyloid beta (A-beta) peptide in yeast: Primary Screen; yeast expressing A-beta42, growth rescue, OD600, 48 h; response scale: 0% DMSO, 100% iron-clioquinol control; Potency, µM (highest dose often 46.1 µM), without a hit: at the highest dose growth rescue, hits mostly activators; 410,000 tested, 0.063% active; note: potency is the fitted concentration of half-maximal effect; nearly all actives have a fitted effect of over 55% in size
#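 Yeast growth medium received pinned compounds, then yeast cells expressing toxic A-beta were added; plates incubated at 30 C for 48 hr. Growth read as absorbance at 600 nm, normalized to DMSO and equimolar FeCl3 plus clioquinol controls.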
# PI5P4K alpha inh: qHTS for Inhibitors of phosphatidylinositol 5-phosphate 4-kinase (PI5P4K). Phosphatidylinositol 5-phosphate 4-kinase type-2 alpha (Homo sapiens), P48426. PI5P4Kalpha enzyme, ADP-Glo luminescence, 60 min; stronger effect = lower value. max response, %. 330,000 tested, 1.2% active. AID 652105, 2013; active = max response of -50% or lower; inconclusive = between -30% and -50%; inactive = -30% or higher; note: value at the top dose of about 77 µM; % is set by controls: 0 for no effect and ±100 for the full control effect
#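 Reactions run in 0.038 M HEPES pH 7.4, 0.28 mM EGTA, 0.1% CHAPS and 5% DMSO, with PI5P4Kalpha, substrate, compound and 5 microM ATP final, one hour at room temperature. Readout is ADP-Glo luminescence.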
# FUS yeast rescue: qHTS for Suppressors of FUS Proteinopathy: Primary screen using FUS-linked yeast assay; S. cerevisiae FUS-expressing, growth rescue, OD600, 24 h; Potency, µM (doses to about 76.6 µM), without a hit: top-dose growth rescue (activation), hits mostly activators; 390,000 tested, 0.24% active; AID 1347120, 2019;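 note: potency is the fitted concentration of half-maximal effect; plate controls were DMSO vehicle for no effect and reference control for full effect; nearly all actives have a fitted effect of over 55% in size; some results filed as inactive show a strong effect at the top dose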
#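 Restored growth of FUS-toxic S. cerevisiae, read as 600 nm absorbance after 24 h at 30C in galactose medium (starting OD 0.005). Controls CP55940 and DMSO.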
# Numbers without * were called inactive; ? = inconclusive; . = not tested or not shown; & = joins results of further samples; [ ] = remark or other dose. Unless noted, calls come from the whole dose curve; as a rule, active = well fitted curve in the direction sought with a large enough effect; inconclusive = small, poorly fitted or top-dose-only effect, or another doubt; inactive = no such curve, though single readings can be large; an effect the other way counts as inactive or inconclusive. Random draw from the library. Share with any hit: about 4.1%.
SMILES,IL-2 act,EPAC1 ag,PLK1 PBD block,EPAC1 antag,aSyn yeast inh,WRN helicase inh,Abeta rescue,PI5P4K alpha inh,FUS yeast rescue
CCC(C(=O)O)n1c2ccccc2c2cn[nH]c(=O)c21 (stereo not drawn),1.4,21%,-18%,0%,-1%,0%[11.6 µM],-9%,-2,-15%
O=C(Nc1ccccc1)c1cccc(S(=O)(=O)NCc2ccco2)c1,-2.3,10%,-3%,-3%,4%,-6%,-4%,.,37%
COc1cc2c(cc1OC)C(c1cc3ccc(C)cc3[nH]c1=O)N(C(=O)c1ccco1)CC2 (stereo not drawn),0.8,9%,-5%,3%,2%,12%,7%,0,24%
COc1ccc([N+](=O)[O-])cc1NC(=O)CCC(=O)c1cccs1,-0.5,-6%,-8%,-26%,-2%,-3%,-10%,6,6%
O=C(O)C[C@H]1c2cc(F)ccc2S(=O)(=O)N1C1CCCC1,3.5,-1%,-18%,-2%,-2%,-1%,0%,-5,-19%
COc1ccc2c(c1)CCN(C(=O)CCl)C2C1C(=O)CCCC1=O (stereo not drawn),-0.3,3%,-8%,5%,-5%,4%,8%,-4,-2%
Cc1ccc(OC(=O)C(F)(F)F)c2c1NCCC2,0.8,9%,-4%,-10%,5%,-12%,-6%,.,29%
COc1ccc(OC)c(CN2CCC(Cc3ccccc3)CC2)c1,0.4,-4%,1%,-2%,3%,-2%,16%,6,22%
Cc1ccc(S(C)(=O)=O)cc1C(=O)OCC(=O)N1CCCC1=O,-0.6,10%,-6%,-1%,-6%,-32%,10%,-2,-1%
CCOc1ccc(-c2c(C(=O)N/N=C/c3ccc(C)cc3)nnn2-c2nonc2N)cc1,-0.5,0%,-7%,-15%,-3%,-8%,6%,-5,10%
COc1ccc(CN(CC2CCCO2)C(=O)CN2C(=O)COc3ccccc32)cc1OC (stereo not drawn),-1.8,-3%,-5%,-1%,1%,1%,1%,-2,19%
CN(C)Cc1c(C(=O)N/N=C/c2ccc(OCc3ccc(F)cc3)cc2)nnn1-c1nonc1N,-1.4,2%,1%,-23%,1%,0%,-3%,5,17%
O=C(CN1CCCCCC1)Nc1nc2ccccc2s1,-0.8,12%,-12%,1%,-7%,9%,5%,-1,-6%
CC1CCN(C(=O)Cn2c(=O)oc3cc(S(=O)(=O)N4CCCCC4)ccc32)CC1,-0.5,7%,-10%,1%,1%,4%,-9%,2,16%&6%
Cc1cccc2c1CC(C)(C)N=C2C1=C(O)CC(C)(C)CC1=O,0.2,0%,-5%,5%,1%,6%,4%,4,-13%
COc1cccc(NC(=O)CCc2c(C)nc3nc(CNC(=O)c4cccc(F)c4)nn3c2C)c1,6.3,15%,-14%,-8%,-1%,0%,-5%&-7%,-6,19%&22%
COc1ccc(-c2csc(/C(C#N)=C(\O)CSc3nccn3C)n2)cc1OC,-0.5,-3%,-11%,-5%,-5%,-24%,-3%,-13,?
Cc1c(C(=O)NCc2cccc(C(F)(F)F)c2)sc(=O)n1Cc1cccc(F)c1,-0.9,-5%,-13%,?,12%,-3%[57.1 µM],2%,15,28%
O=C(CCc1nc2ccccc2c(=O)[nH]1)N1CCN(S(=O)(=O)c2ccc(F)cc2)CC1,2.0,8%,-2%,19%,6%[1.84 µM],-5%,-1%,0,7%
CC(C)(C)c1nc(CN2CCCCC2)cc(CN2CCCCC2)c1O,-1.7,-7%,1%,1%,-10%,2%,7%,1,-1%

# Some of the entries so far, with tabs:
SMILES	IL-2 act	EPAC1 ag	PLK1 PBD block	EPAC1 antag	aSyn yeast inh	WRN helicase inh	Abeta rescue	PI5P4K alpha inh	FUS yeast rescue
COc1ccc(OC)c(CN2CCC(Cc3ccccc3)CC2)c1	0.4	-4%	1%	-2%	3%	-2%	16%	6	22%
COc1ccc(CN(CC2CCCO2)C(=O)CN2C(=O)COc3ccccc32)cc1OC (stereo not drawn)	-1.8	-3%	-5%	-1%	1%	1%	1%	-2	19%
COc1ccc([N+](=O)[O-])cc1NC(=O)CCC(=O)c1cccs1	-0.5	-6%	-8%	-26%	-2%	-3%	-10%	6	6%

# Carrying on.
SMILES,IL-2 act,EPAC1 ag,PLK1 PBD block,EPAC1 antag,aSyn yeast inh,WRN helicase inh,Abeta rescue,PI5P4K alpha inh,FUS yeast rescue
CCCCOC(=O)C1=C(C)NC(=O)NC1c1ccc(OC)cc1 (stereo not drawn),-2.2,7%,-9%,-15%,-1%,1%,3%,-1,14%
CCCCn1c(N)c(N(CC(C)C)C(=O)CN(C)S(=O)(=O)c2ccc(F)cc2)c(=O)[nH]c1=O,-2.4,-1%,-2%,9%,3%,-7%,18%,8,7%
Clc1ccc2c(c1)C(N1CCNCC1)Cc1ccccc1S2 (stereo not drawn),-3.2,4%,-10%,-10%,-4%,8%,-34%[inhibitor],11,41%
O=[N+]([O-])/C(C(Cl)=C(Cl)Cl)=C(/Sc1ccccc1)N1CCCCC1,1.0,8%,-21%,1%,6%,-9%,23%,6,7%
CCOC(=O)C(CCCOc1ccc(C(C)CC)cc1)C(=O)OCC (stereo not drawn),0.1,-8%,3%,-7%,-1%,-6%,8%,3,11%
CCCc1cc(CNC(=O)C2CCC(=O)N(Cc3ccccc3F)C2)on1 (stereo not drawn),-3.1,-11%,-29%,-18%,-14%,2%,0%,1,9%
CCCC[n+]1c(-c2ccc(Cl)cc2Cl)csc1Nc1ccccc1,0.5,-3%,-7%,-18%,-24%,-1%,-41%[inhibitor],0,.
Cc1ccc(NC(=O)c2ccc(CSc3ncnc4nc[nH]c34)cc2)c(C)c1,-0.2,-17%,2%,7%,-13%,-2%,-4%,-1,?
COc1cccc(C(NC(C)=O)c2nc(-c3ccccc3OC)cs2)c1 (stereo not drawn),0.4,-9%,-10%,-13%,-6%,2%,-17%,-17,13%
Cn1c(Cc2cccs2)nnc1SCc1nc2ccccc2[nH]1,-0.2,-5%,-1%,4%,0%,2%,13%,4,-18%
COc1cc2c(cc1OC)C1CCN3C(=O)CCC3N1CC2 (stereo not drawn),0.3,-5%,-2%,-7%,5%,3%,7%,-1,.
COc1ccccc1C(=O)N/C(=C/c1ccc2c(c1)OCO2)C(=O)Nc1ccc(C(=O)O)cc1,2.2,9%,-11%,-18%,-2%,-2%,-10%,1,-8%
CC1(C(=O)O)CCC(C(=O)N2CCOCC2)C1(C)C (stereo not drawn),4.2,0%,-2%,-2%,1%,10%,11%,4,-1%
CSc1nc2c(c(=O)n1-c1ccc(F)cc1)SCC2,-0.9,4%,-6%,20%,2%,-2%,-5%,.,2%
O=C(NCc1cccs1)c1cc(-c2cccs2)on1,-4.1,3%,-1%,10%,-8%,9%,8%,.,-13%
O=C(O)CCCCN1C(=O)/C(=C\c2ccc(OCc3ccccc3)c(OCc3ccccc3)c2)SC1=S,1.4,22%,?,-17%,8%,-8%[11.6 µM],-1%,0,12%
O=C(Nc1ccc(C2CC2(Cl)Cl)cc1)c1ccccc1Br (stereo not drawn),-2.9,21%,-5%,-16%,-14%,-35%,-33%[inhibitor],12,.
Cc1ccc(Cc2c(C)nc3nc(SCC(=O)NCCCN4CCOCC4)nn3c2C)cc1,1.4,2%,0%,-2%,4%,1%,4%,-1,15%
COc1cccc(/C=N/NC(=O)C(=O)Nc2ccccc2OC(F)(F)C(F)F)c1,-3.2,1%,-1%,-5%,-4%,5%,-13%,-9,21%
COc1ccccc1COC(=O)Nc1c(C)nn(C)c1Cl,-2.5,-5%,1%,7%,-1%,10%,19%,.,16%
CCn1cc(/C=N\NC(=O)c2ccc3c(c2)c(C)c(C)n3Cc2ccccc2)c(C)n1,1.2,8%,2%,-4%,12%,-28%,6%,-1,?
N/C(=N\OC(=O)CCCOc1ccccc1)c1cccc(Br)c1,-0.6,8%,4%,-1%,-55%[inhibitor],-1%,22%,1,8%
O=C(Cc1ccc(S(=O)(=O)N2CCOCC2)s1)Nc1ccc(N2CCOCC2)cc1,1.6,2%,-9%,0%,-5%,-12%,-9%,-24,17%
Cc1ccccc1CSCCNC(=O)c1ccccc1,-4.1,-13%,-8%,6%,-3%,-30%,-9%,2,.
COc1ccc(CNC(=O)CCNS(=O)(=O)c2ccc(Cl)cc2)cc1,-2.4,0%,-10%,10%,1%,0%,5%,5,14%
Cn1nnnc1SCC(=O)Nc1ccc2c(c1)OCO2,0.8,-8%,3%,-5%,10%,2%,0%,-3,-33%
CCOc1ccc(CCNC(=O)CCc2nnc3ccc(N4CCOCC4)nn23)cc1OCC,0.8,-6%,-3%,-15%,-1%,-9%,-3%,8,-7%
CC(=O)c1c(C)[nH]c(C(=O)CSc2nnc(-c3ccc(Cl)cc3)n2CC2CCCO2)c1C (stereo not drawn),-0.4,10%,-11%,-6%,13%,-5%,14%,-6,17%
Cc1cc(N2CCCc3ccccc32)n2ncnc2n1,0.3,1%,-2%,-10%,-12%,3%,18%,4,-5%
CCOC(=O)c1c(-c2ccc(C)c(C)c2)csc1NC(=O)C1CC=CCC1C(=O)O (stereo not drawn),0.2,-6%,?,-22%,-44%[inhibitor],-9%,-69%[inhibitor],-10,17%
CCN(CC(=O)Nc1ccc(NC(C)=O)cc1)C(=O)/C=C/c1c(C)nn(-c2ccc(F)cc2)c1C,-0.4,-14%,5%,-11%,3%,-4%,1%,2,23%
